Compound activity from PubChem.
TDP-43 yeast inh: qHTS of TDP-43 Inhibitors | TDP-43 expressing yeast growth rescue, BacTiter-Glo, 24 h | Potency, µM (highest dose often 46.1 µM), inactives show at the highest dose growth rescue (activation), most hits filed as activators | actives 1.8% (n = 410,000); also: potency is read from the fitted curve at half-maximal effect; % of control where 0% means no effect; nearly all actives have a fitted effect of over 50% in size
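In this qHTS, compounds that restore growth of yeast expressing TDP-43 appear as activators. Cells (OD600=0.02, galactose medium, raffinose-pregrown) are incubated with compound 24 hr at 30 deg C and growth is quantified by BacTiter-Glo.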
pAkt inh: HTS Assay for Inhibitors of Akt Phophorylation: Primary Screen; actives 0.32% (n = 360,000); activity change, % for hits at 50 µM; Neuro2A IGF-stimulated pAkt S473 HTRF, 20 min; hits give low values; in the data active = activity change below about -80%; inconclusive = mostly about -51% to -80%; also: % is scaled to controls: 0 for no effect and ±100 for the full control effect
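Neuro2A cells (4,500/well, DMEM with 0.5% FBS) were treated with compound at a single 50 µM final concentration, stimulated with 6 nM IGF for 20 min at 37 °C, and lysed. Phospho-Akt Ser473 was read by HTRF as 665/615 ratio ×10^4.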
DRD3 antagonist: qHTS of D3 Dopamine Receptor Antagonist: qHTS. D(3) dopamine receptor (Homo sapiens), P35462. AID 652054, 2013. max response, negative = inhibition, %. actives 2.5% (n = 360,000). D3R cells, DiscoveRx beta-arrestin luminescence, antagonist mode; hits give low values; in the data active = max response below about -50%; inconclusive = no clear call, values can overlap the other calls; also: % is scaled to controls: 0 for no effect and ±100 for the full control effect; mostly tested at two doses, the higher about 12 µM
Target sequence (P35462 whole entry, looked up): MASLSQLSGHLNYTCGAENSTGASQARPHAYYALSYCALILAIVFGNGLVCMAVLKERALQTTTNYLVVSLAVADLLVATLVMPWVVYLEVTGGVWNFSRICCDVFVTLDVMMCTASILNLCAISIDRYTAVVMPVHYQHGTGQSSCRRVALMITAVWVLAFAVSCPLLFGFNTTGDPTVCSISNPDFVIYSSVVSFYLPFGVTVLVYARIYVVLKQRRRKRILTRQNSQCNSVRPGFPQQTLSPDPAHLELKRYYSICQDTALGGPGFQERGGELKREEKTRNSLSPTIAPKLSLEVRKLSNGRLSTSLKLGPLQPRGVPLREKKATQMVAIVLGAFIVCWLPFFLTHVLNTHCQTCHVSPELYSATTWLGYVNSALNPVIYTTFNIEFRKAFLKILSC
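Cells plated overnight at 1500 cells/well, then exposed to library compounds with dopamine controls for 90 minutes at 37 degrees C. DiscoveRx reagent added for 30–60 minutes at room temperature; luminescence read, quantitative HTS format.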
PTHR1 ag: qHTS for PTHR1 Agonists: Primary Screen | Parathyroid hormone/parathyroid hormone-related peptide receptor (Homo sapiens), Q03431 | HEK293 GP2 PTHR1 cells, GloSensor cAMP luminescence, 1 h | Potency, µM (doses to about 115 µM), without a hit: at the highest dose activation, most hits filed as activators | actives 0.075% (n = 410,000) | AID 743266, 2014; also: potency is read from the fitted curve at half-maximal effect; nearly all actives have a fitted effect of over 55% in size; some results filed as inactive show a strong effect at the top dose; inactives centre near -15; many of its hits are not listed in these tables
Target sequence (Q03431 whole entry, looked up): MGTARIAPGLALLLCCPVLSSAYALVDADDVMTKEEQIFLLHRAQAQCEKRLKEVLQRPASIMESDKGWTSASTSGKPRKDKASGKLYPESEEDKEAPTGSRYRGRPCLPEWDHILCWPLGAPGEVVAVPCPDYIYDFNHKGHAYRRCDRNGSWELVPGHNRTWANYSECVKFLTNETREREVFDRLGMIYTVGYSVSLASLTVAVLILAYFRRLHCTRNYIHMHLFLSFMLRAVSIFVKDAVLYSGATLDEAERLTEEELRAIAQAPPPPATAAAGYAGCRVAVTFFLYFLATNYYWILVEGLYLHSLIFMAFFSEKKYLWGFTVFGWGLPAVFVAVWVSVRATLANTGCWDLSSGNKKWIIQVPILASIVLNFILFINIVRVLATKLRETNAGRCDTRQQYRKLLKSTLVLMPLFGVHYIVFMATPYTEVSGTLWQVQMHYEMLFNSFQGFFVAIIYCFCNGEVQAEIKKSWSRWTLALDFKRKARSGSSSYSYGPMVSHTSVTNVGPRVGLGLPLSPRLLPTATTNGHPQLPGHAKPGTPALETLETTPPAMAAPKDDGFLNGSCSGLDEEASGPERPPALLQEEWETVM
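HEK-293-derived GP2 cells expressing PTHR1 and a GloSensor cAMP reporter, 3,000/well, plated overnight, given luciferin plus IBMX (each 0.5 mM as added) for 1 h at 37 °C, then compound for 1 h at 37 °C. Luminescence was read after 15 min at room temperature.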
GLP1R ag: qHTS of GLP-1 Receptor Agonists; Glucagon-like peptide 1 receptor (Homo sapiens), P43220; HEK293 GLP-1R CRE-luciferase, luminescence, 4-6 h; cells express a hypersensitive GLP-1R form; Potency, µM (doses to about 45.6 µM), inactives show at the highest dose activation, actives largely listed as activators; actives 0.007% (n = 380,000); also: potency is read from the fitted curve at half-maximal effect; % of control where 0% means no effect
GLP1R inv ag: qHTS of GLP-1 Receptor Inverse Agonists (Inhibition Mode) | HEK293 GLP-1R CRE-luciferase, luminescence, 24 h; GLP-1R form is constitutively active | Glucagon-like peptide 1 receptor (Homo sapiens), P43220 | actives 1.6% (n = 410,000) | Potency, µM (titrated, usually from 38.3 µM), without a hit: at the top dose activity change, negative = inhibition, most hits filed as inhibitors; also: potency is read from the fitted curve at half-maximal effect; % is scaled to controls: 0 for no effect and ±100 for the full control effect; nearly all actives have a fitted effect of over 55% in size
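Assay principle: reduced luminescence from a cAMP-responsive reporter in HEK293 cells co-expressing a constitutively active GLP-1R. Conditions: 24 hr compound incubation, 37 deg C, 5% CO2.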
aSyn rescue: qHTS of alpha-syn Inhibitors. Yeast expressing alpha-synuclein, growth rescue, BacTiter-Glo, 24 h. Potency, µM (doses to about 46.1 µM), for the others: at the top dose growth rescue (activation), most hits filed as activators. actives 0.14% (n = 370,000); also: potency is read from the fitted curve at half-maximal effect; % of control where 0% means no effect; nearly all actives have a fitted effect of over 65% in size
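Rescue of yeast growth: cells expressing toxic alpha-synuclein, induced in galactose at OD600 0.02, incubated with compound 24 h at 30 C. ATP luminescence quantified growth; inhibitors of toxicity appear as activators.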
FUS suppressor: qHTS for Suppressors of FUS Proteinopathy: Primary screen using FUS-linked yeast assay. AID 1347120, 2019. actives 0.24% (n = 390,000). Potency, µM (series often up to 76.6 µM), for the others: at the top dose growth rescue (activation), most hits filed as activators. S. cerevisiae FUS-expressing, growth rescue, OD600, 24 h;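 also: potency is read from the fitted curve at half-maximal effect; plate controls were DMSO vehicle for no effect and reference control for full effect; nearly all actives have a fitted effect of over 55% in size; some results filed as inactive show a strong effect at the top dose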
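Compound concentration series was pinned onto galactose-induced FUS-expressing yeast seeded at OD 0.005. Plates sat 24hr at 30C; absorbance at 600 nm gave growth. DMSO served as background control.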
Abeta yeast res: qHTS for compounds that reverse cellular toxicity of Amyloid beta (A-beta) peptide in yeast: Primary Screen. yeast expressing A-beta42, growth rescue, OD600, 48 h; response scale: 0% DMSO, 100% iron-clioquinol control. Potency, µM (titrated, usually from 46.1 µM), without a hit: at the highest dose growth rescue, actives largely listed as activators. actives 0.063% (n = 410,000); also: potency is read from the fitted curve at half-maximal effect; nearly all actives have a fitted effect of over 55% in size
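Yeast growth medium received pinned compounds, then yeast cells expressing toxic A-beta were added; plates incubated at 30 C for 48 hr. Growth read as absorbance at 600 nm, normalized to DMSO and equimolar FeCl3 plus clioquinol controls.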
* hit, by the source's call; i = inactive; ? = inconclusive; nt = not tested or not shown; [ ] = remark or other dose. Unless noted, calls follow the shape of the dose curve; as a rule, active = well fitted curve in the direction sought with a large enough effect; inconclusive = small, poorly fitted or top-dose-only effect, or another doubt; inactive = no such curve, though single readings can be large; an effect the other way counts as inactive or inconclusive. Not all compounds are listed (hit frequency here may not be typical).

SMILES | TDP-43 yeast inh | pAkt inh | DRD3 antagonist | PTHR1 ag | GLP1R ag | GLP1R inv ag | aSyn rescue | FUS suppressor | Abeta yeast res
COc1ccc2ccccc2c1CN1CCN(Cc2ccccc2)CC1 | -5% | i | -71* | i | -3% | 0% | 0% | 9% | 11%
Cc1cc2ccccn2c1C(=O)Nc1ccccc1 | -12%[0.397 µM] | i | 10 | -26% | 13% | -18% | -1% | 2% | -20%
NC(=NCCc1ccccc1)NS(=O)(=O)c1ccc(F)cc1 | -3% | i | -10 | i | 1% | -8% | 0% | nt | 8%
O=C(COc1ccc([N+](=O)[O-])cc1)Nc1cc(C(=O)O)cc(C(=O)O)c1 | -19% | i | 9 | -2% | -1% | 6% | -6% | 6% | -22%
Cn1c(N)c(C(=O)c2ccc(F)cc2F)c(=O)n(C)c1=O | -18% | i | 7 | i | 0% | 18% | 3% | -8% | 25%
O=C(CSc1n[nH]c(-c2ccc(S(=O)(=O)N3CCCCC3)cc2)n1)Nc1nccs1 | 1% | i | -16 | -6%[57.5 µM] | 4% | -14% | 6% | 29% | -10%
O=C1C[C@@H]2c3c(cccc3CN1Cc1ccccc1)C[C@@H](O)[C@H]2O | -1% | i | 32 | -8% | 0% | 26% | 1% | 9% | 0%
CCCCN(C)CCNC(=O)c1c(C)oc2ncnc(N3CCOCC3)c12 | 22% | nt | nt | -4% | nt | 5% | nt | -10% | -1%
Cc1ccc2nc(NC(=O)C3CCCN(S(=O)(=O)c4cccnc4)C3)sc2c1 (stereo unspecified) | 21% | i | -26 | -73%[inhibitor] | 8% | ? | -15% | -7% | -4%
Cc1nn(C(=O)c2c(F)cccc2F)c(C)c1S(=O)(=O)N1CCCCCC1 | ? | nt | nt | -6% | -2% | 4% | nt | 5% | 14%
Cc1ccc(C(=O)N2CCN(c3ccccn3)CC2)cc1[N+](=O)[O-] | -11% | i | 17 | i | 3% | 1% | 4% | 9% | 0%
CN=Cc1cc(-c2ccccc2)sc1O | 12% | i | -24 | -30%[57.5 µM] | 0% | 10% | -15% | -7% | 2%
COc1ccc(OC)c2sc(N3CCc4ccccc4C3)nc12 | ? | i | 6 | -28% | ? | 5% | 4% | 1% | 3%
COc1ccc(Cn2cc(CN3CCS(=O)(=O)N(Cc4ccc(-c5cccc(Cl)c5)cc4)C(C)C3=O)nn2)cc1 (stereo unspecified) | 18% | i | 0 | 5% | 7% | ? | 8% | ? | -2%
COc1cc(O)c(C(CC(=O)N2CCCCC2)c2ccc(N(C)C)cc2)c(OC)c1 (stereo unspecified) | 4% | i | 16 | -19% | 9% | 4% | -2% | 1% | 7%
COC(=O)CSc1nnc(-c2ccncc2)o1 | 5% | i | -5 | i | 0% | 0% | 2% | 21% | -6%
COC(=O)c1cn(NC(=O)c2ccc(OC)c(OC)c2)c(=O)c2ccccc12 | 22% | i | 1 | -24% | 2% | 8% | 0% | -11% | -8%
CC(NCc1ccc(F)cc1)C(=O)NC1CCCCC1 (stereo unspecified) | 8% | i | -26 | -28% | 5% | -26% | -3% | -4% | -3%
O=C(/C=C/c1ccccc1[N+](=O)[O-])NNC(=O)c1ccncc1 | -9% | i | -26 | ? | 7% | -6% | -11% | 3% | -9%
O=C(Nc1nnc(Cc2ccc(Cl)cc2)s1)C1CCCO1 (stereo unspecified) | -18%[0.397 µM] | i | 1 | ? | 9% | 5% | 14% | 18% | 17%

Just pAkt inh (2 entries from above):
SMILES | pAkt inh
O=C(/C=C/c1ccccc1[N+](=O)[O-])NNC(=O)c1ccncc1 | i
O=C(Nc1nnc(Cc2ccc(Cl)cc2)s1)C1CCCO1 (stereo unspecified) | i

The list continues.
SMILES | TDP-43 yeast inh | pAkt inh | DRD3 antagonist | PTHR1 ag | GLP1R ag | GLP1R inv ag | aSyn rescue | FUS suppressor | Abeta yeast res
O=C(CCNS(=O)(=O)c1ccc(Br)cc1)NCc1ccc(Cl)cc1 | ? | i | 5 | -16% | 7% | -30% | 12% | -8% | 1%
Cc1ccc(S(=O)(=O)n2nc(OC(=O)c3c(-c4ccccc4Cl)noc3C)cc2N)cc1 | 9% | i | -58* | -13%[57.5 µM] | -11% | ? | -6% | 18% | 9%
O=C(NC(=S)Nc1ccc(N2CCOCC2)c(Cl)c1)c1sc2ccccc2c1Cl | 4% | i | -20 | -86%[inhibitor] | -3% | 8% | 4% | -8% | 4%
O=C(Nc1nnc(C2CC2)s1)c1cc([N+](=O)[O-])ccc1N1CCCCC1 | 9% | i | 3 | -4% | 28% | 11% | -14% | 36% | -25%
Cc1n[nH]c(=S)n1-c1ccc(Cl)cc1 | -12% | i | -20 | i | 2% | 1%[7.66 µM] | -3% | 14% | -1%
O=C(Nc1nccs1)c1ccc(COc2c(F)c(F)cc(F)c2F)cc1 | 7% | i | 22 | -55%[inhibitor] | 22% | 12% | 0% | -23% | -10%
NNC(=O)CNC(=O)c1ccc(F)cc1 | 5% | i | -2 | i | 4% | -3% | 1% | 1% | 4%
CCCCN(c1ccccc1)c1ncnc2nc[nH]c12 | 3% | i | 20 | 4% | -4% | 4% | -2% | -9% | -6%
CN1CCN(C(=O)c2ccccc2Nc2ccc(SC(F)F)cc2)CC1 | 7% | i | 9 | i | -1% | -1% | 0% | -25% | 5%
COc1ccccc1CNC(=O)c1ccc(-n2c(C)cc3c2CCCC3)cc1 | 13% | nt | nt | -18% | nt | 13% | nt | ? | -15%
CN(C)C(/C=C/Nc1ccc([N+](=O)[O-])cc1)=C(C#N)C#N | -4% | i | -9 | i | 5% | 13% | 1% | -1% | 2%
COC(=O)c1ccccc1NC(=O)CCS(=O)(=O)c1cc2c(cc1C)NC(=O)CO2 | 8% | i | -1 | -18% | -1% | 8% | 0% | -29% | -2%
O=C(CCN=C1NS(=O)(=O)c2ccccc21)OCc1c(F)c(F)c(F)c(F)c1F | 5% | i | 8 | -24% | 8% | -8% | 2% | -8% | 8%
Cc1ccc(S(=O)(=O)c2nc(S(C)(=O)=O)sc2N2CCN(C)CC2)cc1 | 23% | i | -16 | i | 0% | ? | 0% | 4% | -9%
O=C(Nc1nccs1)c1cccc(S(=O)(=O)N2CCCCC2)c1 | -1% | i | 5 | -19%[57.5 µM] | 1% | 3% | -2% | 23% | 1%
CCOC(=O)c1c(C)n(-c2ccc(C)cc2)c2c(C(C(C)=O)C(=O)O)c(Br)c(O)c(O)c12 (stereo unspecified) | 5% | i | 47 | -47%[inhibitor][57.5 µM] | 19% | -25% | 5% | 14% | -5%
COc1cc(OC)cc(C(=O)Nc2ccc(S(=O)(=O)Nc3cc(C)nc(C)n3)cc2)c1 | 21% | nt | nt | -5% | -5% | 13% | -8% | -10% | -8%
Cn1c(SCC(=O)OC2CCCCC2)nnc1-c1ccc(S(=O)(=O)N2CCCC2)cc1 | 2% | i | 11 | -3% | -9% | 48%[activator] | 0% | 12% | 12%
COc1ccc(C(=O)Oc2ccc(/C=N/O)cc2)cc1 | 10µM* | nt | 41 | -12% | 3% | 44%[activator] | nt | -1% | -10%
CC(=O)NC(CCS(C)(=O)=O)C(=O)Nc1cccc2ccccc12 (stereo unspecified) | 23% | i | -4 | i | 0% | -13% | 1% | -22% | 9%

Of the compounds above, these contain bromine.
SMILES | TDP-43 yeast inh | pAkt inh | DRD3 antagonist | PTHR1 ag | GLP1R ag | GLP1R inv ag | aSyn rescue | FUS suppressor | Abeta yeast res
O=C(CCNS(=O)(=O)c1ccc(Br)cc1)NCc1ccc(Cl)cc1 | ? | i | 5 | -16% | 7% | -30% | 12% | -8% | 1%
CCOC(=O)c1c(C)n(-c2ccc(C)cc2)c2c(C(C(C)=O)C(=O)O)c(Br)c(O)c(O)c12 (stereo unspecified) | 5% | i | 47 | -47%[inhibitor][57.5 µM] | 19% | -25% | 5% | 14% | -5%

Following part
SMILES | TDP-43 yeast inh | pAkt inh | DRD3 antagonist | PTHR1 ag | GLP1R ag | GLP1R inv ag | aSyn rescue | FUS suppressor | Abeta yeast res
CN(CC(=O)N1CCN(Cc2ccccc2)CC1)C(=O)Cc1cccc2ccccc12 | -15% | i | -6 | -36%[inhibitor] | 0% | -34% | 7% | nt | -3%
Cc1nc(NC(=O)/C=C/c2ccco2)sc1C | -3% | i | ? | -14% | 9% | 3% | -3% | 12% | 8%
CC(=O)c1cc(Cl)ccc1OCC(=O)NC1CCCC1 | 11% | i | 2 | -27% | 13% | 2% | 8% | 3% | -9%
COc1ccc(-c2nc(CN3CCN(Cc4ccccc4)CC3)c(C)o2)cc1 | 14% | i | -6 | -5% | 7% | ? | 4% | -6% | 8%
CCCNC(=O)c1cc(S(=O)(=O)N2CCc3ccccc32)cn1C | 2% | i | 1 | -89%[inhibitor] | 0% | 1% | 0% | -17% | -15%
COC(=O)c1ccccc1NC(=O)Nc1ccc(Cl)cn1 | -17% | i | -8 | 12% | -1% | -6% | -6% | 25% | -13%
CCc1ccc(NC(=O)C2CCN(S(=O)(=O)c3ccc4c(c3)CC(C)N4C(C)=O)CC2)cc1 (stereo unspecified) | 11% | i | 37 | -2% | -1% | ? | 2% | -3% | 5%
CC(C)CN1CCN(C(=O)CCc2nnc(Cc3c[nH]c4ccccc34)o2)[C@@H](C)C1=O | -2% | i | 1 | i | -5% | -3% | 0% | -6% | -9%
